# Compound activity from PubChem.
# INS-1E rescue: rescue of cytokine-induced death in INS-1E beta cells; 20,000 tested, 0.1% active; INS-1E cytokine-induced death, ATP luminescence, 48 h; normalised: neutral wells 0, positive control 100; AID 488910; protection from cytokine-induced ATP loss, % at 10 µM;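 active = mean replicate protection from cytokine-induced ATP loss at least 50% and at least 75% of replicates each reaching 50%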
#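 Test system: INS-1E rat cells | Quantity: 8000 cells per well | Medium: Phenol-red-free RPMI with 5% fetal bovine serum | Reagent: Cytokine cocktail of IFN-γ, TNF-α and IL-1β | Doses: One compound concentration, pin transfer | Timing: 48 h co-treatment, 10 min post-lysis read | Technique: Luminescent ATP assay (CellTiter-Glo)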
# T cruzi intra: blocks T. cruzi growth inside host cells. intracellular Trypanosoma cruzi in host cells, plate reader. activity score (inhibition), % at 5.01 µM. 22,000 tested, 4.9% active; in the data active = activity score above about 55%;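 also: parasites and compound incubated about four days before reading; 0% = median of neutral control wells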
# Active calls of the source: *; . = not tested or not shown. These rows are one share of the data, so the mix of outcomes need not match the whole.
# A first look (nine entries):
SMILES,INS-1E rescue,T cruzi intra
COc1ccc(S(=O)(=O)N(C)C[C@@H]2Oc3ccc(NC(=O)NC4CCCCC4)cc3C(=O)N([C@@H](C)CO)C[C@H]2C)cc1,-2,14
Cc1noc(C)c1NC(=O)N(C)C[C@H]1Oc2ccc(NC(=O)NC(C)C)cc2C(=O)N([C@@H](C)CO)C[C@H]1C,5,-34
Cc1ccc(S(=O)(=O)Nc2ccc3c(c2)C(=O)N([C@H](C)CO)C[C@@H](C)[C@@H](CN(C)C(=O)NC2CCCCC2)O3)cc1,4,1
C[C@H](CO)N1C[C@H](C)[C@H](CN(C)C(=O)Nc2ccc(C(F)(F)F)cc2)Oc2c(cccc2N(C)C)C1=O,1,21
C[C@@H]1CN([C@@H](C)CO)C(=O)c2cc(NS(=O)(=O)c3cccs3)ccc2O[C@@H]1CN(C)C,.,2
Cc1noc(C)c1NC(=O)N(C)C[C@H]1Oc2ccc(NS(=O)(=O)c3c(C)noc3C)cc2CC(=O)N([C@H](C)CO)C[C@H]1C,0,-18
C[C@@H]1CN([C@@H](C)CO)C(=O)Cc2cc(NC(=O)Nc3ccc4c(c3)OCO4)ccc2O[C@@H]1CN(C)C,-6,12
COc1ccc(S(=O)(=O)N(C)C[C@@H]2Oc3ccc(NC(=O)Nc4ccc5c(c4)OCO5)cc3C(=O)N([C@@H](C)CO)C[C@@H]2C)cc1,0,1
C[C@H]1CN([C@@H](C)CO)C(=O)c2cccc(NS(=O)(=O)c3cccs3)c2O[C@@H]1CN(C)Cc1ccc(Cl)c(Cl)c1,-5,18

# The listing, repeating the preview:
SMILES,INS-1E rescue,T cruzi intra
COc1ccc(S(=O)(=O)N(C)C[C@@H]2Oc3ccc(NC(=O)NC4CCCCC4)cc3C(=O)N([C@@H](C)CO)C[C@H]2C)cc1,-2,14
Cc1noc(C)c1NC(=O)N(C)C[C@H]1Oc2ccc(NC(=O)NC(C)C)cc2C(=O)N([C@@H](C)CO)C[C@H]1C,5,-34
Cc1ccc(S(=O)(=O)Nc2ccc3c(c2)C(=O)N([C@H](C)CO)C[C@@H](C)[C@@H](CN(C)C(=O)NC2CCCCC2)O3)cc1,4,1
C[C@H](CO)N1C[C@H](C)[C@H](CN(C)C(=O)Nc2ccc(C(F)(F)F)cc2)Oc2c(cccc2N(C)C)C1=O,1,21
C[C@@H]1CN([C@@H](C)CO)C(=O)c2cc(NS(=O)(=O)c3cccs3)ccc2O[C@@H]1CN(C)C,.,2
Cc1noc(C)c1NC(=O)N(C)C[C@H]1Oc2ccc(NS(=O)(=O)c3c(C)noc3C)cc2CC(=O)N([C@H](C)CO)C[C@H]1C,0,-18
C[C@@H]1CN([C@@H](C)CO)C(=O)Cc2cc(NC(=O)Nc3ccc4c(c3)OCO4)ccc2O[C@@H]1CN(C)C,-6,12
COc1ccc(S(=O)(=O)N(C)C[C@@H]2Oc3ccc(NC(=O)Nc4ccc5c(c4)OCO5)cc3C(=O)N([C@@H](C)CO)C[C@@H]2C)cc1,0,1
C[C@H]1CN([C@@H](C)CO)C(=O)c2cccc(NS(=O)(=O)c3cccs3)c2O[C@@H]1CN(C)Cc1ccc(Cl)c(Cl)c1,-5,18
C[C@@H]1CN([C@H](C)CO)C(=O)c2cc(NC(=O)C3CC3)ccc2O[C@H]1CN(C)S(=O)(=O)c1cn(C)cn1,2,7
C[C@@H]1CN([C@@H](C)CO)C(=O)c2cc(NC(=O)Cc3cn(C)c4ccccc34)ccc2O[C@H]1CN(C)Cc1ccc(C(F)(F)F)cc1,-24,82*
COc1ccc(S(=O)(=O)N(C)C[C@H]2Oc3ccc(NS(=O)(=O)c4cccs4)cc3C(=O)N([C@@H](C)CO)C[C@H]2C)cc1,-1,-1
O=C(CCCCCCC(=O)Nc1ccccc1O)N/N=C/c1ccc(O)c(O)c1,9,-25
C[C@@H]1CCCCO[C@@H](CN(C)S(C)(=O)=O)[C@@H](C)CN([C@H](C)CO)C(=O)c2cc(NC(=O)Nc3ccc(C(F)(F)F)cc3)ccc2O1,-1,11
C[C@@H]1CCCCO[C@@H](CN(C)Cc2ccc(C(=O)O)cc2)[C@@H](C)CN([C@H](C)CO)C(=O)c2cc(NC(=O)C3CCCCC3)ccc2O1,8,-6
C[C@H]1CN([C@@H](C)CO)C(=O)c2cccc(NC(=O)Nc3ccc(F)cc3)c2O[C@@H]1CN(C)S(=O)(=O)c1ccccc1,-2,7
Cc1noc(C)c1NC(=O)N(C)C[C@H]1Oc2ccc(NC(=O)Nc3ccc4c(c3)OCO4)cc2C(=O)N([C@H](C)CO)C[C@H]1C,13,-33
Cc1noc(C)c1S(=O)(=O)Nc1ccc2c(c1)CC(=O)N([C@H](C)CO)C[C@@H](C)[C@H](CN(C)Cc1ccc(C(=O)Nc3ccccc3N)cc1)O2,-2,28
Cc1noc(C)c1NC(=O)N(C)C[C@@H]1Oc2c(NC(=O)c3ccc(-c4nccs4)cc3)cccc2C(=O)N([C@H](C)CO)C[C@@H]1C,0,-8
C[C@@H]1CN([C@H](C)CO)C(=O)CCCn2nncc2CO[C@@H]1CN(C)S(=O)(=O)c1ccccc1F,.,-5
Cc1noc(C)c1S(=O)(=O)Nc1ccc2c(c1)CC(=O)N([C@H](C)CO)C[C@@H](C)[C@H](CN(C)Cc1ccccc1)O2,5,-10
Cc1noc(C)c1NC(=O)N(C)C[C@@H]1Oc2ccc(NC(=O)Nc3ccc4c(c3)OCO4)cc2CC(=O)N([C@H](C)CO)C[C@@H]1C,-1,-39
C[C@@H]1CN([C@@H](C)CO)C(=O)c2cccc(NC(=O)C3CCOCC3)c2O[C@@H]1CN(C)S(=O)(=O)c1cccs1,5,-17
C[C@H]1CN([C@@H](C)CO)C(=O)c2cccc(NC(=O)Nc3ccccc3)c2O[C@@H]1CN(C)Cc1ccc(Cl)c(Cl)c1,-13,9
C[C@H]1CN([C@@H](C)CO)C(=O)c2cccc(NC(=O)NC3CCCCC3)c2O[C@H]1CN(C)C(=O)Nc1ccc(F)cc1,3,-8
COc1ccc(CN(C)C[C@H]2Oc3ccc(NC(=O)Nc4cccc5ccccc45)cc3C(=O)N([C@H](C)CO)C[C@@H]2C)cc1,3,-2
C[C@@H]1CN([C@H](C)CO)C(=O)c2cccc(NC(=O)C3CCOCC3)c2O[C@@H]1CN(C)S(C)(=O)=O,6,37
CNC[C@H]1Oc2c(NC(=O)Nc3ccc4c(c3)OCO4)cccc2C(=O)N([C@@H](C)CO)C[C@H]1C,6,-58
Cc1ccc(S(=O)(=O)Nc2ccc3c(c2)CC(=O)N([C@H](C)CO)C[C@@H](C)[C@@H](CN(C)S(=O)(=O)c2cn(C)cn2)O3)cc1,-4,-40
C[C@@H]1CN([C@@H](C)CO)C(=O)c2cccc(NS(=O)(=O)c3ccc(Cl)cc3)c2O[C@@H]1CN(C)Cc1ccc(C(=O)Nc2ccccc2N)cc1,35,39
COc1ccc(CN(C)C[C@H]2Oc3ccc(NC(=O)NC4CCCCC4)cc3C(=O)N([C@H](C)CO)C[C@H]2C)cc1,-4,-36
CNC[C@H]1Oc2ccc(NS(=O)(=O)c3cn(C)cn3)cc2C(=O)N([C@@H](C)CO)C[C@H]1C,8,-28
C[C@H](CO)N1C[C@H](C)[C@@H](CN(C)S(C)(=O)=O)Oc2c(NC(=O)c3cnccn3)cccc2C1=O,2,-18
C[C@@H]1CN([C@H](C)CO)C(=O)Cc2cc(NC(=O)CCN3CCOCC3)ccc2O[C@@H]1CN(C)S(=O)(=O)c1cn(C)cn1,11,-8
C[C@H]1CN([C@@H](C)CO)C(=O)Cc2cc(NC(=O)Nc3ccccc3)ccc2O[C@H]1CN(C)C(=O)NC1CCCCC1,2,1
C[C@@H]1CN([C@@H](C)CO)C(=O)CCCn2nncc2CO[C@H]1CN(C)Cc1ccc2c(c1)OCCN2C,.,6
C[C@H](CO)N1C[C@H](C)[C@H](CN(C)S(=O)(=O)c2ccccc2)Oc2ccc(NS(C)(=O)=O)cc2C1=O,-6,-16
C[C@@H]1CN([C@@H](C)CO)C(=O)c2cc(NS(=O)(=O)c3ccc(F)cc3)ccc2O[C@@H]1CN(C)CC1CCCCC1,-1,1
C[C@H]1CN([C@@H](C)CO)C(=O)Cc2cc(NC(=O)C3CC3)ccc2O[C@@H]1CN(C)S(=O)(=O)c1ccc(Cl)cc1,2,-15
C[C@H]1CN([C@@H](C)CO)C(=O)c2cc(NS(=O)(=O)c3cccs3)ccc2O[C@H]1CN(C)C,4,-8
C[C@@H]1CN([C@H](C)CO)C(=O)CCCn2nncc2CO[C@@H]1CN(C)Cc1ccc(Oc2ccccc2)cc1,.,33
Cc1ccc(S(=O)(=O)Nc2ccc3c(c2)CC(=O)N([C@@H](C)CO)C[C@H](C)[C@@H](CN(C)S(=O)(=O)c2cccs2)O3)cc1,-2,-13
CC(C)NC(=O)N(C)C[C@@H]1Oc2ccc(NC(=O)C3CC3)cc2C(=O)N([C@@H](C)CO)C[C@H]1C,0,-4
Cc1noc(C)c1NC(=O)Nc1ccc2c(c1)C(=O)N([C@H](C)CO)C[C@H](C)[C@H](CN(C)C(=O)NC1CCCCC1)OCCCC[C@@H](C)O2,3,-8
COc1ccc(NC(=O)N(C)C[C@H]2Oc3c(NC(=O)Nc4ccc5c(c4)OCO5)cccc3C(=O)N([C@H](C)CO)C[C@H]2C)cc1,5,-4
C[C@@H]1CN([C@@H](C)CO)C(=O)c2cccc(NC(=O)Nc3ccccc3)c2O[C@@H]1CN(C)Cc1ccc(Oc2ccccc2)cc1,-44,-16
COc1ccc(S(=O)(=O)N(C)C[C@H]2Oc3c(NS(=O)(=O)c4c(C)noc4C)cccc3C(=O)N([C@H](C)CO)C[C@H]2C)cc1,6,31
C[C@@H]1CN([C@H](C)CO)C(=O)Cc2cc(NS(=O)(=O)c3cn(C)cn3)ccc2O[C@@H]1CN(C)Cc1ccc(Cl)c(Cl)c1,4,6
C[C@H](CO)N1C[C@H](C)[C@H](CN(C)Cc2ccc(C(F)(F)F)cc2)Oc2c(NC(=O)Nc3ccc4c(c3)OCO4)cccc2C1=O,-19,20
C[C@H]1CN([C@@H](C)CO)C(=O)Cc2cc(NC(=O)C3CC3)ccc2O[C@H]1CN(C)C(=O)NC1CCCCC1,7,-7
Cc1noc(C)c1NC(=O)N(C)C[C@@H]1OCCCC[C@@H](C)Oc2ccc(NC(=O)Nc3ccc4c(c3)OCO4)cc2C(=O)N([C@H](C)CO)C[C@@H]1C,-2,-6
CC(C)NC(=O)Nc1cccc2c1O[C@H](CN(C)C(=O)Nc1ccc(C(F)(F)F)cc1)[C@H](C)CN([C@@H](C)CO)C2=O,-3,-2
C[C@H]1CN([C@@H](C)CO)C(=O)CCCn2cc(nn2)CO[C@H]1CN(C)CC1CCCCC1,.,-11
COc1ccc(NC(=O)N(C)C[C@H]2Oc3c(NC(=O)Nc4c(C)noc4C)cccc3C(=O)N([C@@H](C)CO)C[C@H]2C)cc1,8,-20
COc1ccc(S(=O)(=O)N(C)C[C@@H]2Oc3c(NC(=O)Nc4ccc(C(F)(F)F)cc4)cccc3C(=O)N([C@H](C)CO)C[C@H]2C)cc1,-17,40
COc1cc(/C=N/NC(=O)c2ccccn2)c([N+](=O)[O-])cc1OC,3,-8
C[C@@H]1CCCCO[C@@H](CN(C)Cc2ccc3c(c2)OCO3)[C@@H](C)CN([C@H](C)CO)C(=O)c2cc(NS(=O)(=O)c3ccccc3)ccc2O1,-19,6
C[C@H](CO)N1C[C@H](C)[C@H](CN(C)S(C)(=O)=O)Oc2ccc(N(C)C)cc2C1=O,2,-13
C[C@H]1CN([C@@H](C)CO)C(=O)Cc2cc(NC(=O)Nc3ccc(F)cc3)ccc2O[C@@H]1CN(C)Cc1ccc(C(=O)O)cc1,6,-32
C[C@H](CO)N1C[C@H](C)[C@H](CN(C)S(=O)(=O)c2cccs2)Oc2ccc(NC(=O)Nc3ccccc3)cc2C1=O,-1,-1

# Additional compounds follow.
SMILES,INS-1E rescue,T cruzi intra
O=C(CCCCCC(=O)Nc1ccccc1O)N/N=C/c1ccc(Br)o1,-3,0
C[C@@H]1CN([C@@H](C)CO)C(=O)c2cc(NS(=O)(=O)c3cccs3)ccc2O[C@@H]1CN(C)S(C)(=O)=O,9,-11
C[C@H](CO)N1C[C@H](C)[C@H](CN(C)S(=O)(=O)c2ccccc2)Oc2ccc(NS(=O)(=O)c3ccccc3)cc2CC1=O,8,-19
C[C@@H]1CN([C@H](C)CO)C(=O)Cc2cc(NC(=O)Cc3cn(C)c4ccccc34)ccc2O[C@H]1CN(C)S(=O)(=O)c1ccc(F)cc1,8,8
Cc1ccc(S(=O)(=O)Nc2ccc3c(c2)C(=O)N([C@H](C)CO)C[C@H](C)[C@H](CN(C)Cc2ccc(Oc4ccccc4)cc2)O3)cc1,0,25
Cc1noc(C)c1S(=O)(=O)Nc1cccc2c1O[C@H](CN(C)S(=O)(=O)c1ccc(F)cc1)[C@H](C)CN([C@H](C)CO)C2=O,-1,-2
CC(C)NC(=O)N(C)C[C@@H]1Oc2ccc(NC(=O)C3CCCCC3)cc2C(=O)N([C@@H](C)CO)C[C@@H]1C,-3,3
COc1ccc(NC(=O)Nc2ccc3c(c2)CC(=O)N([C@H](C)CO)C[C@H](C)[C@H](CN(C)S(=O)(=O)c2cn(C)cn2)O3)cc1,16,-1
C[C@H]1CN([C@@H](C)CO)C(=O)c2cc(NC(=O)CCC(F)(F)F)ccc2O[C@H]1CN(C)S(=O)(=O)c1cn(C)cn1,-4,-20
C[C@@H]1CN([C@H](C)CO)C(=O)CCCn2nncc2CO[C@H]1CN(C)Cc1ccncc1,-3,-28
C[C@H](CO)N1C[C@H](C)[C@@H](CN(C)S(=O)(=O)c2ccccc2)Oc2ccc(NC(=O)CCC(F)(F)F)cc2C1=O,1,-7
C[C@H](CO)N1C[C@H](C)[C@H](CN(C)C(=O)Nc2ccccc2)Oc2ncc(-c3cccc(F)c3)cc2C1=O,.,14
